# Assay outcomes from PubChem BioAssay.
# dFosB act – activators of mouse delta FosB homodimer | purified delta FosB, TAMRA-CDK5 oligo fluorescence polarization; percent of positive-control signal above neutral wells | actives 0.99% (n = 340,000) | P13346 | activation, % at 25 µM;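 active = mean activation above about 17%, with every replicate also reaching it, limit read from the data, passing the limit was not always enough; inconclusive = only one of the two conditions met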;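 note: fluorescence polarization rise as delta FosB binds a TAMRA Cdk5 AP-1 oligo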
# Target sequence (P13346 whole entry, looked up): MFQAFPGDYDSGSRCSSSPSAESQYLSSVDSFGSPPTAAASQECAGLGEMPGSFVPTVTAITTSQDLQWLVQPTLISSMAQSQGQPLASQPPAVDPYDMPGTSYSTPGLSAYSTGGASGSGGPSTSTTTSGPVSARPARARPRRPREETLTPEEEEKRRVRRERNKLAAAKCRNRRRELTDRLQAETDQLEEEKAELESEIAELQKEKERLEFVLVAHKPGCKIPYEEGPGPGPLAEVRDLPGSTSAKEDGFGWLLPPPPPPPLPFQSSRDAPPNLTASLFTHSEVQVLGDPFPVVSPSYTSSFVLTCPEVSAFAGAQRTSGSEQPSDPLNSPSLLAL
# SUMO Mot1 rescue – blocks SUMOylation pathway, rescuing yeast Mot1-301 growth; S. cerevisiae Mot1-301 growth rescue, ATP luminescence, 38.5C; percent above DMSO median, 100 means doubled; growth rescue, % at 18.8 µM; actives 1% (n = 320,000); AID 2716;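 active = every valid replicate shows activation above 250% relative to neutral control wells; inactive = the rest, any valid replicate at or below 250%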;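 note: OY570 slx delta 5 strain wells were the positive control but not used for scaling; some compounds called inactive have numbers as strong as hits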
# MITF act – increases MITF-driven TRPM1 promoter luciferase signal; actives 0.75% (n = 300,000); SK-MEL-5 TRPM1-promoter luciferase, 24 h; % of positive control, neutral wells = 0; activation, % at 12.5 µM; AID 588334;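 active = mean activation of at least 80% with every replicate also reaching 80%; inconclusive = mean reaches 80% but some replicate falls short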;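 note: 0% = neutral control wells and 100% = parthenolide positive control wells; values of inactives mirror those of a sister screen read the other way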
# SR-BI uptake up – enhances SR-BI lipid uptake from DiI-HDL. CHO ldlA[mSR-BI] cells, DiI-HDL uptake fluorescence, 3 h; 100 = double the neutral-control signal. activation, % at 12.5 µM. actives 0.096% (n = 320,000). AID 504775;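 active = mean replicate activation of at least 60% and every replicate at or above 60%; inconclusive = mean or all-replicate condition met, but not both; inactive = mean below 60% and not all replicates reaching 60%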;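 note: 0% = median plate neutral-control signal and 100% = twice that signal; values of inactives mirror those of a sister screen read the other way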
#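 Material: SR-BI-overexpressing, LDLR-lacking CHO cells; schedule: compound exposure 3 h, 37 °C; reagent: DiI-labelled HDL at 10 µg/mL final; technique: bottom-read fluorescence, 550/595 nm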
# Pemphigus Ab inh – blocks pemphigus antibody binding to human desmoglein-3. P32926. DSG3-coupled beads, scFv-anti-DSG3-GFP binding, flow cytometry; stronger effect = lower value. binding (percent of control), % at 10 µM. actives 0.48% (n = 310,000);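 active = binding more than 3 SD below its plate's average and above zero; inconclusive = below that plate limit but binding exactly zero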;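 note: hits lower antibody fragment binding to DSG3; some compounds called inactive have numbers as strong as hits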
# SR-BI DiI inh – inhibitors of mouse SR-BI mediated HDL lipid uptake; Q61009; ldlA[mSR-BI] CHO cells, DiI-HDL uptake fluorescence, 3 h; inhibition, % at 12.5 µM; actives 0.96% (n = 320,000);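 active = mean replicate inhibition of at least 70% and a set share of replicates each scoring 70 or more; inconclusive = meets just one of the two criteria; inactive = fails both criteria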;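 note: 0% = median of neutral control wells and 100% = median of positive control wells; values of inactives mirror those of a sister screen read the other way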
# NSD2 HMT inh – NSD2 (human) methyltransferase inhibition | NSD2 peptide methylation, AlphaScreen, 120 min | inhibition, % at 12.5 µM | actives 0.54% (n = 310,000) | AID 743445; in the data active = inhibition above about 50%
# CDK5 p35 inh – inhibitors of human CDK5/p35 kinase; Q00535+Q15078; Recombinant CDK5/p35, ADP-Glo luminescence, 60 min; inhibition, % at 10 µM; actives 0.01% (n = 330,000);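 active = highest replicate inhibition of at least 50% and at least 75% of replicates reaching 50%; inconclusive = only one of the two criteria met; inactive = both criteria failed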;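 note: plate controls were DMSO neutral control for no effect and GW8510 at 10 µM for full effect; many of its hits are not listed in these tables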
# Target sequence (Q00535 whole entry, looked up): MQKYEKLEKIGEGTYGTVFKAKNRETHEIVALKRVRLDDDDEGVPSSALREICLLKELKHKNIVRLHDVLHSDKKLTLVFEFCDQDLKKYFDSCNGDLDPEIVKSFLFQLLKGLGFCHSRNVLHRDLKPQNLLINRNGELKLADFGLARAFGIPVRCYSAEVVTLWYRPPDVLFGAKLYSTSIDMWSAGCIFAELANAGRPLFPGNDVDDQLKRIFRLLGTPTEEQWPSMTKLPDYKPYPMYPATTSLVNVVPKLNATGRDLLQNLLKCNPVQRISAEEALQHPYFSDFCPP
# Target sequence (Q15078 whole entry, looked up): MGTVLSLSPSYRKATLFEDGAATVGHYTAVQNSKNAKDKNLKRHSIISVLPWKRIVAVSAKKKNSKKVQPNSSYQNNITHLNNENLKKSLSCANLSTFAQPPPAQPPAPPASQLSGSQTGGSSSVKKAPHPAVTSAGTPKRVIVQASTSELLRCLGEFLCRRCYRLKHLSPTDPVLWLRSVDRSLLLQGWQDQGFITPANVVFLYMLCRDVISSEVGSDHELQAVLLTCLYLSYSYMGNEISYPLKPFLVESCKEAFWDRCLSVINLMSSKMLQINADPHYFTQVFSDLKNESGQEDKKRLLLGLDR
# PKA-R1A activ – PKA-R1A complex activation. actives 0.083% (n = 340,000). PKA-R1A dissociation, Cy5-IP20 fluorescence polarization; scaled: DMSO 0%, 113 µM cGMP 100%. activation, % at 11.4 µM. P00514+P68181;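 active = percent activation above the mean of all tested compounds plus 3 SD, cut at about 19% in these data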;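 note: higher means more PKAc released from R1A so a rise in polarization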
# Arr AP2 block – human beta-arrestin and AP2 interaction inhibition; FITC-arrestin peptide / GST-AP2 beads, flow cytometry; AP2 beta2 appendage carries R879A mutation; inhibition, % at 10 µM; AID 504490; actives 0.31% (n = 340,000);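 active = inhibition above a set limit, near 3 SD of compounds lacking own fluorescence, cut at about 54% in these data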;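 note: plate controls were DMSO wells for no effect and 5 µM unlabelled arrestin peptide for full effect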
#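 system = GST-tagged AP2 beta2-adaptin appendage (R879A) on 4 µm glutathione beads | reagent = FITC-labelled arrestin peptide probe, 50 nM final | schedule = compound with beads 12 min RT, then probe 1 h RT | signal = HyperCyt-sampled flow cytometry, FL1 channel, ex 488/em 535 nm | read-out = percent response from loss of bead-bound FITC fluorescence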
# PKA-R2B act – PKA-R2B complex activation. actives 0.079% (n = 340,000). activation, % at 11.4 µM. PKA-R2B holoenzyme dissociation, Cy5-IP20 fluorescence polarization; R2B truncated from residue 108, S112A mutant; 0% DMSO only, 100% 113 µM cGMP. P22694+P31323. AID 504700;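 active = activation above a cutoff set at the mean over all compounds plus 3 SD, cut at about 18% in these data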;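 note: higher means more holoenzyme dissociation and a rise in polarization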
# The depositor's hits bear a star; ? = inconclusive; nt = no result given.
SMILES,dFosB act,SUMO Mot1 rescue,MITF act,SR-BI uptake up,Pemphigus Ab inh,SR-BI DiI inh,NSD2 HMT inh,CDK5 p35 inh,PKA-R1A activ,Arr AP2 block,PKA-R2B act
CC(Oc1ccccc1Cl)C(=O)Nc1ccc(S(=O)(=O)N2CCN(C)CC2)cc1 (stereo not drawn),-2,nt,32,-7,104,7,nt,0.9,-15,5,-8
COC(=O)c1ccc(CSc2nc3c(cnn3-c3ccc(F)cc3)c(=O)[nH]2)o1,-9,-30,-2,-16,99,16,2,0.0,-11,2,-8
Cc1cc(C)c(NC(=O)CN2C(=O)NC3(CCc4ccccc43)C2=O)c(Cl)c1 (stereo not drawn),-5,20,-1,-30,101,30,5,-1.5,-18,-4,3
CN(CCC1CCCCO1)C(=O)c1cc(COc2ccc(F)cc2F)on1 (stereo not drawn),-5,-4,4,-22,nt,22,-2,1.6,-1,-8,1
CC(=O)N1CCCN(C(=O)c2cc(COc3c(F)cccc3F)on2)CC1,-2,11,8,9,104,-9,0,2.8,9,-7,-10
COc1cc(/C=N/NC(N)=O)ccc1OCC(=O)Nc1ccc(C)c(C)c1,?,16,3,-35,126,35,-1,5.2,8,-4,9
COc1ccc(/C=C/C(=O)NCCCN2CCOCC2)cc1,-4,9,7,17,96,-17,-1,2.7,-12,33,-12
O=C(COC(=O)c1ccc(Cl)nc1)NCc1ccc2c(c1)OCO2,-1,5,1,22,nt,-22,0,0.8,3,-6,-9
Cc1c(-c2ccccc2)oc2c(C(=O)OCC(=O)Nc3ccc(C(N)=O)cc3)cccc2c1=O,-12,-8,2,-52,86,52,-1,-0.9,-8,7,3
CN(C(=O)c1cc([N+](=O)[O-])ccc1NCc1cccnc1)c1ccccc1,2,6,nt,4,96,-4,3,-0.4,6,3,6
CCC(Sc1nc(C)cc(C)n1)C(=O)NC1=NN=C(c2ccc(C)cc2)CS1 (stereo not drawn),-10,16,-2,nt,102,nt,1,0.8,-3,3,1
COc1ccc(C(C)=O)cc1COC(=O)CCNS(=O)(=O)c1ccc(C)cc1,-2,2,-1,-10,104,10,-2,-1.9,2,23,-8
CCN1C(=O)c2ccc(C(=O)O)cc2C1=O,-4,-6,4,23,93,-23,-4,0.4,-16,24,-10
CCn1c(=NC(=O)COc2ccccc2)sc2cccc(F)c21,-7,87,29,nt,90,nt,0,0.1,-8,11,2
COc1ccc(N2CC(C(=O)N/N=C/c3ccc(C)cc3)CC2=O)cc1 (stereo not drawn),-6,-1,-19,-11,96,11,0,-0.9,-12,-7,-3
CNC(=O)CN1C(=O)NC(Cc2c[nH]c3ccccc23)C1=O (stereo not drawn),-11,8,15,-2,106,2,-6,0.9,-4,-19,-7
Cc1cccc(NC(=O)Cn2cnc3ccc(S(=O)(=O)N4CCC(C)CC4)cc3c2=O)n1,-7,11,nt,13,110,-13,2,-1.3,10,-5,-15
COc1ccc(OC)c(Nc2ncnc3ccc(Br)cc23)c1,0,31,nt,-23,94,23,-6,-0.1,6,-2,-7
Cc1cccc(-c2nnn(CC/C(N)=N/O)n2)c1,4,-7,nt,30,nt,-30,-1,-1.0,-4,6,2
Cc1ccc(NC(=O)c2cc(C(=O)c3cc(Cl)ccc3O)cn(-c3ccc(C)cc3)c2=O)cc1,-7,2,-8,-83,103,83*,-2,0.3,3,-12,1
CC(=O)N(/N=C1\Sc2ccccc2C1=O)c1ccccc1,-4,nt,nt,29,110,-29,nt,1.5,-7,3,2
Cc1c(-c2ccccc2)nc(N)c(C#N)c1-c1cccs1,-4,-1,nt,nt,nt,nt,-1,-0.4,13,7,12
CC(C)c1nc(SCC(=O)c2ccc(F)cc2)c2ccccc2n1,-9,0,-1,-4,88,4,7,0.0,-16,13,4
CCOC(=O)CNC(=O)c1sc(NC(=O)c2ccccc2)nc1C,-17,237,10,-17,nt,17,2,-1.3,-16,11,-4
C=CCNc1nc2ccccc2nc1NS(=O)(=O)c1ccc(Cl)cc1,-5,37,-5,5,115,-5,25,0.0,-13,-9,9

# More compounds follow:
SMILES,dFosB act,SUMO Mot1 rescue,MITF act,SR-BI uptake up,Pemphigus Ab inh,SR-BI DiI inh,NSD2 HMT inh,CDK5 p35 inh,PKA-R1A activ,Arr AP2 block,PKA-R2B act
COC(C#CCCN(C)C)(c1ccccc1)c1ccccc1,-4,2,10,-5,nt,5,11,-1.0,-8,17,-9
CCCCCCCCC#Cc1nc(C)ccc1OC,2,nt,-21,4,96,-4,nt,-1.2,-4,6,-5
COc1cccc(-c2nn(-c3ccc(C)cc3)cc2C(=O)NCC2CCCO2)c1 (stereo not drawn),-5,-6,15,-46,98,46,-1,1.8,-8,14,-14
O=C(CSc1nc(=O)n(CCCN2CCOCC2)c2c1CCCC2)Nc1ccc(F)c(F)c1,-3,-2,0,8,105,-8,2,-3.2,4,0,7
CC(C)CCOCC1CC2(CC(C)(c3csc(N)n3)OC2=O)C(=O)O1 (stereo not drawn),-3,-8,-11,2,103,-2,0,1.3,-7,6,7
Cc1ccc(C(=O)NC2CCCCCCC2)cc1S(=O)(=O)N1CCOCC1,-3,nt,77,-40,97,40,-1,0.6,-6,-15,1
CCC(NC(=O)CCc1nnc(-c2cc(C)on2)o1)C12CC3CC(CC(C3)C1)C2 (stereo not drawn),-3,1,13,18,112,-18,1,-2.1,7,-8,9
NC(=O)C1=C[C@H](c2ccc(Br)cc2)C[C@H](OCc2ccc(CO)cc2)O1,-4,-6,55,1,103,-1,nt,1.5,-12,-3,-7
O=C(O)c1c[nH]c(=S)n1-c1ccc(F)cc1,2,-18,10,3,100,-3,-1,2.4,-2,3,-14
O=C(NC(=S)Nc1cccc(S(=O)(=O)NC2=NCCC2)c1)c1cc(-c2ccco2)nc2ccccc12,-9,7,-47,-50,104,50,1,0.3,-7,12,3
CC(=O)c1cc2c(cc1NC(=O)CN1Cc3ccccc3C1=O)OCO2,14,-5,-14,-12,nt,12,0,nt,-9,-6,-6
O=C(COC(=O)c1ccccc1Cl)Nc1ccc2[nH]c(=O)[nH]c2c1,2,166,-9,9,102,-9,1,1.0,-7,-2,0
COc1ccc(CN(C(=O)c2snc(C(N)=O)c2N)C(C)C(=O)NCc2ccc(F)cc2)cc1 (stereo not drawn),-3,-14,-6,nt,126,nt,-4,-4.8,0,-5,9
COc1ccc(NC(=O)Cc2nnc(SCC(=O)c3ccccc3)n2C)cc1,-7,51,7,-6,nt,6,-1,2.9,3,14,2
O=C(Nc1cc(S(=O)(=O)N2CCOCC2)ccc1N1CCCCC1)c1cc(-c2ccccn2)nc2ccccc12,13,-12,4,12,109,-12,47,0.3,14,1,-7
c1ccc(-c2cncnc2)cc1,6,12,3,26,103,-26,nt,-2.3,-2,47,6
Cn1c(SCC(=O)NCc2ccc3c(c2)OCO3)ncc(C(=O)Nc2ccc(F)cc2)c1=O,8,-8,-22,17,89,-17,6,0.8,-12,-7,11
O=C(N1CCOCC1)N(Cc1ccco1)CC1CCCO1 (stereo not drawn),-5,8,2,16,98,-16,-2,-0.7,-8,0,-10
c1ccc(Oc2cc(-n3cncn3)ncn2)cc1,-5,-26,16,10,108,-10,0,1.9,2,-2,-5
Cc1ccc(Nc2nc(-c3ccccc3)cs2)nc1,-15,39,3,-25,108,25,-2,0.1,5,19,-2
CCc1nc2ccccc2nc1N1CCN(S(=O)(=O)c2ccc(Cl)cc2)CC1,-6,4,7,-29,117,29,-1,-3.6,-5,-3,2
NC(N)=N/N=C/c1ccc(Cl)cc1Cl,-8,1,nt,nt,nt,nt,2,0.7,-7,-18,-10
Clc1ccc(-n2nnnc2-c2cnc3ccccc3c2-c2ccccc2)cc1,3,-23,nt,-2,nt,2,14,1.6,-6,2,-6
Cc1ncc([N+](=O)[O-])n1CCOC(=O)NC(Nc1ccc(F)cc1)C(Cl)(Cl)Cl (stereo not drawn),-7,0,-13,4,92,-4,3,-1.7,-3,4,1
CCc1ccc(N2C(=O)CN(CC(=O)OC)C2=S)cc1,-3,0,7,19,99,-19,-2,0.3,-14,11,-5

# Part of the list above, as tab-separated lines:
Molecule	dFosB act	SUMO Mot1 rescue	MITF act	SR-BI uptake up	Pemphigus Ab inh	SR-BI DiI inh	NSD2 HMT inh	CDK5 p35 inh	PKA-R1A activ	Arr AP2 block	PKA-R2B act
c1ccc(-c2cncnc2)cc1	6	12	3	26	103	-26	nt	-2.3	-2	47	6
Cn1c(SCC(=O)NCc2ccc3c(c2)OCO3)ncc(C(=O)Nc2ccc(F)cc2)c1=O	8	-8	-22	17	89	-17	6	0.8	-12	-7	11
O=C(N1CCOCC1)N(Cc1ccco1)CC1CCCO1 (stereo not drawn)	-5	8	2	16	98	-16	-2	-0.7	-8	0	-10
c1ccc(Oc2cc(-n3cncn3)ncn2)cc1	-5	-26	16	10	108	-10	0	1.9	2	-2	-5

# Some of these compounds in order of the CDK5 p35 inh value, falling.
SMILES,dFosB act,SUMO Mot1 rescue,MITF act,SR-BI uptake up,Pemphigus Ab inh,SR-BI DiI inh,NSD2 HMT inh,CDK5 p35 inh,PKA-R1A activ,Arr AP2 block,PKA-R2B act
Cn1c(SCC(=O)NCc2ccc3c(c2)OCO3)ncc(C(=O)Nc2ccc(F)cc2)c1=O,8,-8,-22,17,89,-17,6,0.8,-12,-7,11
CCc1ccc(N2C(=O)CN(CC(=O)OC)C2=S)cc1,-3,0,7,19,99,-19,-2,0.3,-14,11,-5
CCc1nc2ccccc2nc1N1CCN(S(=O)(=O)c2ccc(Cl)cc2)CC1,-6,4,7,-29,117,29,-1,-3.6,-5,-3,2
